From PubChem
DNMT1 block – blocks human DNA methyltransferase DNMT1. P26358. DNMT1 molecular beacon, Hinp1I cleavage, fluorescence. inhibition (reported as % activation of signal), % at 10 µM. 360,000 compounds, 0.83% hits. AID 588458; in the data active = inhibition above about 50%
SUMO1 PPI mod – modulators of human SUMO1-mediated protein-protein interactions; 360,000 compounds, 0.33% hits; SUMO1 binding to a labelled peptide, TR-FRET, 1 h; P63165; AID 602429; inhibition, % at 20 µM; in the data active = inhibition above about 37%
Rpn11 inh – Rpn11 (human) deubiquitinase inhibition; O00487; human 26S proteasome, Ub4-pepOG fluorescence polarization; 20S core pre-blocked with epoxomicin; calls only at 20 µM; 360,000 compounds, 0.59% hits; AID 588493;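 active = inhibition at 20 µM, scaled to each plate's controls, above about 33%, limit read from the data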
MT1-MMP act inh – blocks activation of human MT1-MMP; HT1080 RFP-PRO-GFP cells, GFP/RFP ratio fluorescence, overnight; percent of plate control window, DMSO zero; 360,000 compounds, 0.061% hits; GFP/RFP ratio change, % at 20 µM; AID 651647;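 active = GFP/RFP ratio change of at least 30% with cell ATP level not reduced by more than half and red fluorescence within 50% of control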; also: strong numbers were not always called active
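Read-out: GFP/RFP fluorescence ratio; Test system: RFP-PRO-GFP reporter HT1080 cells; Compound dosing: single-point 20 µM compound, 1% DMSO; Times: overnight compound exposure at 37 °C.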
LMPTP block – LMPTP (human) inhibition; 360,000 compounds, 0.22% hits; recombinant LMPTP-A, OMFP fluorogenic substrate, fluorescence intensity; AID 651560; inhibition, % at 20 µM;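 active = compounds that cut the enzyme signal by at least half of the control window in the single-dose screen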;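 also: plate controls were DMSO wells with enzyme plus substrate for no effect and substrate without enzyme for full effect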
Target sequence (P24666 whole entry, looked up): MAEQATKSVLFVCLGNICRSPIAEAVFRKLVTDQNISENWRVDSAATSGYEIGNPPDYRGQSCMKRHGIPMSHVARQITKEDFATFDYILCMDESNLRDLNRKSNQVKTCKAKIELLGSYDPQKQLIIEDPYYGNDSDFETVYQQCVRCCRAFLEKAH
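Test system – LMPTP-A phosphatase enzyme · Quantity – 0.625 nM LMPTP-A final · Reagent – OMFP substrate, 400 µM final · Dosing – one test concentration per compound, 20 µM, with 3% DMSO overall · Timing – 50 min enzyme reaction at room temperature, protected from light · Detection – fluorescence intensity · Controls – substrate-only low control, DMSO enzyme-plus-substrate high control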
NRP1-CendR mod – NRP-1/CendR interaction modulation | inhibition, % at 25 µM | 360,000 compounds, 0.85% hits | AID 602438 | FAM-RPARPAR peptide binding to NRP-1, fluorescence polarization | O14786;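 active = inhibition or corrected inhibition above about 18%, plus a signal ratio from 0.5 to 1.5, limit read from the data, passing the limit was not always enough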; also: strong numbers were not always called active
Target sequence (O14786 whole entry, looked up): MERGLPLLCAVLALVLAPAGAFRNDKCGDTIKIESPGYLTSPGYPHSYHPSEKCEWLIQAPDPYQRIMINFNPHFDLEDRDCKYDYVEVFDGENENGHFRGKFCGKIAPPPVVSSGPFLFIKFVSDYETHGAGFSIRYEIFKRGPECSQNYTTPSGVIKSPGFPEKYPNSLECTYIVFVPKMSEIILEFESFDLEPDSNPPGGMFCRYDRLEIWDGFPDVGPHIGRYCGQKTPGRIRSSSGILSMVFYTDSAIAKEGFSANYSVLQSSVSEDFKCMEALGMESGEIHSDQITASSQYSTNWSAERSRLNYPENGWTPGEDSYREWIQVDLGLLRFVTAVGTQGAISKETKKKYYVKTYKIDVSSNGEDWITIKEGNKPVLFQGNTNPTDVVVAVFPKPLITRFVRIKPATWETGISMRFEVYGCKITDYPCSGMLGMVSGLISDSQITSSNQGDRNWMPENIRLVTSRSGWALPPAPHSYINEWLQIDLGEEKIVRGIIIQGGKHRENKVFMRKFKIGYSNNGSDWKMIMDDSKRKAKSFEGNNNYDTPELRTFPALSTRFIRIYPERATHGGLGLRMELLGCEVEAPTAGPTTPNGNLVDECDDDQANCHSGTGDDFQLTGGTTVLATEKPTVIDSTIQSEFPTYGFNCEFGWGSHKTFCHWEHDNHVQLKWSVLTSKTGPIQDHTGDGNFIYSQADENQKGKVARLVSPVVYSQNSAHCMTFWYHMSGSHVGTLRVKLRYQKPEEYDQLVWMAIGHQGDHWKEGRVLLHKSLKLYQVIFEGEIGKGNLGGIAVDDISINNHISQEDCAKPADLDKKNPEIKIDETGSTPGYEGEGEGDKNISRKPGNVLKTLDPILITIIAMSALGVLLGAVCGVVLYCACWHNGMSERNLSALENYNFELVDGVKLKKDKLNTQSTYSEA
Scp1 inh – inhibitors of human Scp-1 phosphatase; Q9GZU7; 340,000 compounds, 0.88% hits; Recombinant Scp1, phosphopeptide, malachite green phosphate absorbance; AID 493091; inhibition, % at 20 µM;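 active = inhibition above about 50% at 20 µM, limit read from the data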;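 also: plate controls were DMSO wells with enzyme for no effect and wells lacking enzyme for full effect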
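Test system: SCP-1 phosphatase catalytic domain, residues 76-261 | Compound dosing: One concentration, 20 µM, with 1.0% DMSO | Schedule: 45 min room-temperature reaction, 5 min colour, 30 min stabiliser | Detection: Absorbance at 630 nm | Read-out basis: % inhibition of SCP-1 phosphate liberation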
SKN-1 inh – inhibitors of C. elegans SKN-1. C. elegans VP596 Pgst-4::GFP/RFP ratio, acrylamide-induced, 24 h. inhibition, % at 21.8 µM. 360,000 compounds, 0.49% hits;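 active = interference check ratio from 0.5 to 1.5 plus GFP to RFP signal ratio inhibition reaching or exceeding a fixed threshold, cut at about 30% in these data, passing the limit was not always enough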; also: some compounds called inactive have numbers as strong as hits
STEP block – STEP (human) phosphatase inhibition; inhibition, % at 20 µM; 360,000 compounds, 0.25% hits; recombinant STEP, OMFP fluorogenic substrate, fluorescence;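 active = inhibition at 20 µM, scaled per plate between control wells, above about 37%, limit read from the data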;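 also: 0% = DMSO with enzyme and substrate and 100% = substrate only without enzyme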
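material = STEP tyrosine phosphatase | reagent = fluorogenic phosphatase substrate OMFP at 25 µM final | doses = single compound dose of 20 µM, 1% DMSO final | schedule = 20 min reaction, room temperature, in the dark | measured by = fluorescence, 480/540 nm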
NadD inh – blocks S. aureus nicotinate mononucleotide adenylyltransferase; purified NadD enzyme, colorimetric absorbance read-out; inhibition, % at 20 µM; 360,000 compounds, 0.78% hits; AID 602399; in the data active = inhibition above about 26%; also: some compounds past the cut are filed as inactive
The depositor's hits bear a star; i = inactive; . = not tested or not shown.

SMILES	DNMT1 block	SUMO1 PPI mod	Rpn11 inh	MT1-MMP act inh	LMPTP block	NRP1-CendR mod	Scp1 inh	SKN-1 inh	STEP block	NadD inh
c1ccc2oc(C3=NNC(=NC4CC4)SC3)cc2c1	-10	-8	i	1	1.4	-16	4	5	0	8
Cc1ccc(OCc2cc(C(=O)N3CCCC(O)C3)no2)cn1 (configuration not stated)	2	-1	i	2	-2.8	14	-5	3	0	0
COC(=O)[C@H](CCSC)NC(=O)Cn1cnc2c(SC)nc(N)nc21	6	1	i	1	-2.0	2	4	11	0	-3
CCc1cc(C(=O)N(C)CC(=O)Nc2c(Cl)cccc2Cl)sc1C	0	2	i	0	-1.8	12	-2	1	-1	0
Cc1ccc(-c2nnc(COC(=O)c3cc(=O)[nH]c4ccccc34)o2)cc1	1	-16	i	-6	-0.8	14	-8	12	3	5
OC[C@@H]1[C@@H](c2ccccc2)C(c2ccccc2)=NN1c1ccccc1	-15	7	i	1	1.7	-13	-1	0	1	3
CCc1ccc(CCC(=O)Nc2nc(CC(C)=O)ns2)o1	-3	2	i	-4	-1.2	-9	-8	-25	-1	-3
Cc1ccc(S(=O)(=O)N2CCC(C(=O)N3CCC(C(=O)NCC4CCCO4)CC3)CC2)cc1 (configuration not stated)	2	-1	i	5	-0.7	-4	0	10	-1	2
CC(=O)Nc1cccc(NC(=O)CCn2c(=O)sc3ccccc32)c1	4	2	i	6	-1.6	-5	-4	-14	-2	-8
Cc1ccc(-c2csc3nc4ccc(C(=O)NCCO)cc4c(=O)n23)cc1	0	-18	i	0	-0.4	-24	-4	8	3	-9
COc1ccc(CNC(=O)C(C)Cc2ccccc2)cc1O (configuration not stated)	-1	1	i	-3	-1.3	4	-7	6	2	-5
NC(=O)c1ccc(NC(=O)COC(=O)C2CC3C=CC2C3)cc1 (configuration not stated)	1	-2	i	0	-0.3	-4	-12	2	1	-9
CCOCCCNC(=O)C(NC(=O)c1ccc(NC(C)=O)cc1)c1ccc(C)cc1 (configuration not stated)	0	0	i	-2	-1.5	7	-7	-2	-2	1
O=C(C1CCCN(CCCc2ccccc2)C1)N1CCCCCC1 (configuration not stated)	-3	2	i	4	-1.0	4	-5	1	1	-1
O=C1NC[C@H](CCCCN2C[C@H](Cc3ccccc3)N(CCc3ccc(O)cc3)C(=O)C2=O)N(CCc2ccc(O)cc2)C1=O	.	8	.	-3	-1.0	1	.	-4	.	11
CN(CC(=O)NNC(=O)CCNS(=O)(=O)c1ccccc1)S(=O)(=O)c1ccc(Cl)cc1	2	0	i	-1	-0.3	-1	4	-16	0	0
CC1(C)C=Cc2c(c3c(c4c(=O)c(-c5ccc(O)cc5)coc24)OC(C)(C)CC3)O1	-21	1	i	-6	6.2	-1	12	14	1	27
COc1ccc(/C(O)=C(\C#N)c2nc3ccccc3n2C)cc1OC	-5	4	i	8	-1.8	-3	-11	0	-2	1
O=C(NCCSc1c[nH]c2ccccc12)c1ccc(Br)o1	-6	0	i	5	0.8	4	-4	2	5	-1
CCOc1ccc(CNC2CCCCCCC2)cc1OC	0	1	i	3	-0.5	-6	-8	-4	0	-1

Arranged by molar mass (falling): part of the list above.
SMILES	DNMT1 block	SUMO1 PPI mod	Rpn11 inh	MT1-MMP act inh	LMPTP block	NRP1-CendR mod	Scp1 inh	SKN-1 inh	STEP block	NadD inh
O=C1NC[C@H](CCCCN2C[C@H](Cc3ccccc3)N(CCc3ccc(O)cc3)C(=O)C2=O)N(CCc2ccc(O)cc2)C1=O	.	8	.	-3	-1.0	1	.	-4	.	11
Cc1ccc(S(=O)(=O)N2CCC(C(=O)N3CCC(C(=O)NCC4CCCO4)CC3)CC2)cc1 (configuration not stated)	2	-1	i	5	-0.7	-4	0	10	-1	2
CCc1cc(C(=O)N(C)CC(=O)Nc2c(Cl)cccc2Cl)sc1C	0	2	i	0	-1.8	12	-2	1	-1	0
O=C(NCCSc1c[nH]c2ccccc12)c1ccc(Br)o1	-6	0	i	5	0.8	4	-4	2	5	-1
OC[C@@H]1[C@@H](c2ccccc2)C(c2ccccc2)=NN1c1ccccc1	-15	7	i	1	1.7	-13	-1	0	1	3
CCc1ccc(CCC(=O)Nc2nc(CC(C)=O)ns2)o1	-3	2	i	-4	-1.2	-9	-8	-25	-1	-3
COc1ccc(CNC(=O)C(C)Cc2ccccc2)cc1O (configuration not stated)	-1	1	i	-3	-1.3	4	-7	6	2	-5
c1ccc2oc(C3=NNC(=NC4CC4)SC3)cc2c1	-10	-8	i	1	1.4	-16	4	5	0	8

(list continues)
SMILES	DNMT1 block	SUMO1 PPI mod	Rpn11 inh	MT1-MMP act inh	LMPTP block	NRP1-CendR mod	Scp1 inh	SKN-1 inh	STEP block	NadD inh
CCN(CC(=O)Nc1c(F)cccc1F)C(=O)c1ccc(S(=O)(=O)N2CCCCC2)cc1	1	6	i	3	-1.0	11	-8	2	-2	-2
COC(=O)C(CC(=O)c1ccc(C)cc1)n1cccn1 (configuration not stated)	2	1	i	1	0.1	-9	-4	-5	1	1
CC(=O)Nc1ccc(C(=O)NC2CCSc3ccccc32)cc1 (configuration not stated)	-1	-2	i	1	-1.2	2	-5	9	-2	-1
O=C(Oc1ccccc1N1CCOCC1)c1ccccc1	-3	6	i	-4	0.9	-3	-4	1	-2	3
CCOC(=O)/C=C1\SCC(=O)N1CC(=O)NCc1cccc(Cl)c1	-2	-2	i	3	-1.1	-4	-1	-2	-2	2
CCO[C@@H]1OC(C(=O)Nc2ccccc2)=C[C@H](c2ccccc2)[C@H]1CCCO	-2	-1	i	3	-1.2	-3	-6	-1	-2	-6
COc1ccccc1N/C(N)=N/c1nc(C(F)(F)F)cc(=O)[nH]1	-5	2	i	1	2.2	-12	-11	-9	-2	-2
Cc1cc(-n2c(C)cc(C(=O)CSc3nncn3C)c2C)no1	5	-1	i	1	-1.4	8	-7	24	-1	2
CCOC(=O)c1c(C)[nH]c(C)c1S(=O)(=O)N(C)CC(=O)Nc1cccc(F)c1	2	0	i	-2	-0.2	9	-11	9	2	-2
Cn1c(=O)c2ncn(CC(=O)NCCOCc3ccccc3Cl)c2n(C)c1=O	4	4	i	3	-0.8	-7	-3	3	-1	-6
CC(C)NC(=O)C1(C)Cc2c(-c3cccc(C(F)(F)F)c3)ccnc2O1 (configuration not stated)	3	3	i	1	-2.4	5	.	5	-1	-6
COc1ccccc1C(O)c1ncc(-c2cccc(C(F)(F)F)c2)[nH]1 (configuration not stated)	0	2	i	5	-1.0	-8	.	12	3	-2
Cc1ccc(NS(=O)(=O)c2cccc(C(=O)N3CCOCC3)c2)cc1	-1	7	i	0	-1.4	-6	-4	-17	2	6
CCC(=O)N1CCC1(C)C(=O)Nc1ncc(C)s1 (configuration not stated)	4	3	i	4	-1.1	-2	.	25	0	1
CN(Cc1ccccc1)C(=O)c1cc(-c2ccc(Br)cc2)on1	-12	1	i	11	4.4	-17	-11	-12	4	11
Cc1cc(C)nc(NS(=O)(=O)c2ccc(N=Cc3c(C)[nH]n(-c4ccccc4)c3=O)cc2)n1	-3	-7	i	-4	-1.3	-3	-5	-3	-1	12
O=C(NC1CCN(Cc2ccccc2)CC1)c1ccccc1Cl	-1	1	i	2	-1.7	-6	-5	20	0	-3
c1ccc(Cn2nnc3c(N4CCN(Cc5ccc6c(c5)OCO6)CC4)ncnc32)cc1	-6	3	i	-8	1.0	-4	0	13	3	0
Cc1ccccc1Nc1c(-c2ccc(N3CCOCC3)cc2)nc2ncccn12	-1	-10	i	-3	-1.7	-4	-13	4	3	1
Cc1ccc(NC(=O)CCn2cc(C(F)(F)F)ccc2=O)cc1	-3	2	i	.	1.5	4	7	-9	-3	12
COc1ccc(S(=O)(=O)NC(=O)C2(C)CCN2C(=O)CC2CCCC2)cc1 (configuration not stated)	0	0	i	0	-1.8	-6	.	20	3	-6
COc1ccc(NC(=O)Nc2cccc3c2O[C@H](CN(C)S(=O)(=O)c2ccccc2)[C@@H](C)CN([C@H](C)CO)C3=O)cc1	-1	0	i	2	0.8	19	-10	-3	-2	-2
COc1ccc(-c2cc(C)no2)cc1S(=O)(=O)NCCCN1CCN(c2ccccc2)CC1	5	2	i	-1	-0.5	-10	5	-5	0	-9
O=C(CCCOc1ccccc1)Nc1nnc(C2CCCO2)s1 (configuration not stated)	0	3	i	5	-1.0	-5	-7	-3	-4	10
CC(=O)Nc1ccc(NC(=O)C(C)OC(=O)c2ccc3[nH]c(C)c(C)c3c2)cc1 (configuration not stated)	-5	6	i	2	0.0	-7	-3	-10	0	-1
Cc1ccc(N(CC(=O)NCc2ccncc2)S(C)(=O)=O)cc1	-1	-3	i	2	-1.5	6	0	19	0	2
O=C(NCc1ccc(F)cc1)C(c1ccccc1)N(C(=O)c1csnn1)C1CC1 (configuration not stated)	4	2	i	1	0.5	16	-3	-2	0	-5
Cc1ccc(F)cc1C(=O)N1CCC1(C)C(=O)O (configuration not stated)	1	-8	i	4	1.4	-1	.	6	0	1
CCc1cc2c(=O)c(-c3nc4ccccc4n3C)c(C)oc2c(CN2CCN(CCO)CC2)c1O	0	3	i	-1	-3.3	-14	-5	-14	2	1
Cc1nn(-c2ccc(N3CCCCC3)nn2)c(C)c1CCC(=O)Nc1cc(F)ccc1F	1	-5	i	4	0.9	-5	-1	9	-2	2
CCCCn1nc2cc(C(=O)NC3CCCc4ccccc43)ccc2c1OCC (configuration not stated)	0	1	i	0	-0.4	-1	-8	-3	-2	-1
CCCn1c(N)c(N(CCOC)C(=O)c2ccc(-c3ccc(Cl)cc3)o2)c(=O)[nH]c1=O	0	-7	i	0	-1.2	-1	-3	4	-1	1
CCCCOc1c(Cl)cc(CNC(C)(C)CO)cc1OCC	-7	-2	i	2	-2.0	6	-4	8	-1	-4
COc1cc(/C(C)=N/NC(=O)c2nnn(-c3nonc3N)c2-c2cccs2)ccc1O	-2	3	i	-7	1.6	8	-9	17	-1	-3
CCOC(=O)C1(Cc2cccc(OC)c2)CCCN(Cc2cc(C(C)C)n[nH]2)C1 (configuration not stated)	5	1	i	3	-0.2	6	-1	-11	1	-2
Cn1c(=O)c2[nH]c(CCCCCCCc3nc4ccccc4[nH]3)nc2n(C)c1=O	0	2	i	-3	2.4	-10	5	-11	0	-4
Cc1cc(C)cc(NC(=S)NCCc2c[nH]c3ccccc23)c1	0	4	i	3	0.0	1	-5	14	-5	-4
Cc1ccc(S(=O)(=O)NCC(=O)NCC(=O)N(C)Cc2ccc3ccccc3c2)cc1C	-2	5	i	1	0.8	-7	-2	3	1	-3
CC(C)(C)C1C/C(=C/c2ccccn2)C(=O)/C(=C/c2ccccn2)C1 (configuration not stated)	16	11	i	-19	1.1	-14	-12	-1	-1	7
